# Lipid droplet = inhibitors of hepatocyte lipid droplet formation, primary screen, imaging, high-throughput imaging, BODIPY stain; AML12 mouse hepatocytes, oleate lipid droplets; inhibition, % at 6.5 µM; actives 0.4% (n = 240,000);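 active means lipid droplet intensity inhibited by at least 50%, with more than 500 cells counted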
#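 material = mouse AML12 hepatocyte cell line, fixed after treatment | also added = 100 µM oleic acid challenge | doses = compound at 6.5 µM only | schedule = overnight exposure | technique = Image-based BODIPY and DAPI two-channel analysis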
# T cell HTS = modulators of CD8 T cell-vesicle binding, primary screen, mouse 2C CD8+ T cells, flow cytometry. actives 0.068% (n = 330,000). 2C CD8+ T cell-vesicle binding; active compounds read low. calls only at 7 µM. AID 2052, 2009;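 active means response, share of CD8 T cells binding vesicles, and their 90th percentile fluorescence all below set limits, cut at about 80% in these data, passing the limit was not always enough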
#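 Also added: QL9-peptide-loaded Drosophila micro-vesicles bearing Ld, ICAM-1 and B7-1; Test system: purified 2C TCR transgenic mouse naive CD8+ T cells; Measured by: cytometric PE anti-B7-1 and Alexa647 anti-CD8 signals after 1% paraformaldehyde fixation; Timing: binding step 1.5 h, 37 °C, antibody labelling 20 min, ice.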
# Myeloid diff MLP = induction of myeloid progenitor differentiation, primary screen, cell-based, flow cytometry, MLPCN library. ER-HoxA9 myeloid progenitors, lysozyme-GFP differentiation. calls only at 10 µM. actives 1% (n = 360,000). AID 624256, 2012;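 active means normalized GFP-positive differentiation at or above the plate's own cutoff, the solvent-only control mean plus 3 SD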;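 further: cells exposed to compound for four days before flow analysis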
# bCat nuc transl = modulators of beta-catenin nuclear translocation, primary screen, imaging, HeLa cells, immunofluorescence, high-content; AID 1665, 2009; actives 0.3% (n = 190,000); nuclear translocation activity, % at 5 µM;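 active means nuclear translocation activity above 50% at 5 µM, with a well cell count of 50 or more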;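 further: per-cell ratio of nuclear to cytoplasmic median beta-catenin stain intensity; plate controls were DMSO negative control for no effect and GSK-3 inhibitor IX positive control for full effect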
#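 System: HeLa cells, endogenous beta-catenin; compound dosing: 5 µM primary single dose, 0.1% DMSO, 0.02–20 µM confirmation series; incubation: 24 h compound exposure at 37°C, 5% CO2; signal: beta-catenin immunofluorescence imaging with DAPI; evaluation: % activation, nuclear-to-cytoplasmic median beta-catenin signal ratio per cell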
# Insulin prom up = insulin promoter activators in MIN6 cells, imaging, high-content screening, mouse beta cells; z-score at 5 µM; actives 0.3% (n = 190,000); AID 1625, 2009; MIN6 insulin promoter-GFP reporter; active compounds read high;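 active means z-score above 3 at 5 µM with at least 500 cells counted in the well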
# MT stabilize HCS = microtubule stabilizers in HeLa cells, primary screen, imaging, high-content imaging. HeLa tubulin immunostaining HCS, 24 h; share of cells brighter than vehicle mean+2SD. % tubulin-high responders, % at 10 µM. actives 0.83% (n = 200,000);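 active means plate Z-score above 3 for both tubulin-high and condensed-nucleus cell shares, with cell loss under 80%, at 10 µM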;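 further: anti alpha tubulin signal scored within the nucleus-defined area of each cell; some results filed as inactive read as strong as hits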
# West Nile antiviral = West Nile virus antiviral activity, cell-based, CPE readout (AID 1621) | West Nile virus-infected cells, CPE inhibition; higher % means a stronger effect | one-dose CPE inhibition, % at 10 µM; IC50 in µM for titrated hits | actives 0.02% (n = 290,000); in the data active means a potency from the dose series; further: strong numbers were not always called active
# Autophagy HCS = autophagy modulators in MEF cells, primary screen, imaging, high-content, MEF GFP-LC3. MEF GFP-LC3 puncta imaging; test concentration mostly 10 µM. calls only at 10 µM (by protocol). actives 0.98% (n = 190,000). AID 463193, 2010;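 active means percentage of spot-positive cells more than 3 SD above its plate mean, without a fluorescence outlier flag or 80% toxicity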;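 further: spot-positive cell cutoff set from DMSO-treated cells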
# WT yeast gro inh = growth inhibition of WT strain, primary screen, mitochondrial fusion inhibitor project, WT and mutant strains, chemical genetic | mitochondrial fusion phenotypic screen | inhibition, % at 10 µM | actives 2.1% (n = 190,000) | AID 1362, 2008; in the data active means inhibition above about 58%; tested in S. cerevisiae
# WT yeast gro inh mutant strain = second read-out of WT yeast gro inh, no call of its own (marks repeat the call); inhibition, %; mitochondrial fusion phenotypic screen, mutant strain inhibition
# Insulin prom up cell count = second read-out of Insulin prom up, no call of its own (marks repeat the call); cell count; measured here: cytotoxicity, nuclei count;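 total cells summed across four imaged fields per well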
# Lipid droplet cells 6.5 µM = also measured in Lipid droplet; calls as there; cell count; measured here: cell count, cytotoxicity flag;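 cells counted across two imaged fields per well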
# bCat nuc transl cell count 5 µM = second read-out of bCat nuc transl, no call of its own (marks repeat the call); cell count; measured here: cell count, cytotoxicity flag
# T cell HTS vesicle-bound % = second read-out of T cell HTS, no call of its own (marks repeat the call); double positive events, %; measured here: CD8+ vesicle-bound cell fraction;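 binding gate set so that unloaded-vesicle control wells show 10% double positive cells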
# MT stabilize HCS Hoechst-high % = also measured in MT stabilize HCS; calls as there; % Hoechst-high responders; measured here: nuclear condensation Hoechst responders;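 share of cells brighter than vehicle mean plus two SD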
# MT stabilize HCS cytotoxicity % = also measured in MT stabilize HCS; calls as there; toxicity, %; measured here: cytotoxicity by cell density;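 0% = mean cell density of plate MIN control wells and 100% = no cells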
# Autophagy HCS cell loss 18 h = second read-out of Autophagy HCS, no call of its own (marks repeat the call); toxicity, %; measured here: cell loss, nuclei count;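 cell loss after 18 h compound exposure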
# Myeloid diff MLP GFP+ MAC1+ % = recorded beside Myeloid diff MLP, whose call it bears; GFP+ MAC1+ double positive, %; measured here: differentiation confirmed by MAC1 staining
# Active calls of the source: *; i = inactive; . = no result given.
SMILES,Lipid droplet,Lipid droplet cells 6.5 µM,T cell HTS,T cell HTS vesicle-bound %,Myeloid diff MLP,Myeloid diff MLP GFP+ MAC1+ %,bCat nuc transl,bCat nuc transl cell count 5 µM,Insulin prom up,Insulin prom up cell count,MT stabilize HCS,MT stabilize HCS Hoechst-high %,MT stabilize HCS cytotoxicity %,West Nile antiviral,Autophagy HCS,Autophagy HCS cell loss 18 h,WT yeast gro inh,WT yeast gro inh mutant strain
O=C(COC(=O)c1ccco1)Nc1ccc2c(c1)OCO2,.,.,i,14,i,0.5,-5.4,1063,.,.,2.8,2.7,15,0.2%,i,-22,0,-19
COc1ccc(C(=O)n2cnc3ccccc32)cc1,3,828,i,64,i,0.7,.,.,.,.,.,.,.,-0.5%,.,.,.,.
OCCN1CCN(CCOc2ccccc2-c2ccccc2)CC1,-62,649,i,54,i,0.5,-4.1,555,-2.2,523,3.8,3.4,12,0.5%,i,-2,-3,-23
COc1ccccc1-c1nnc2sc(COc3ccc(Cl)cc3Cl)nn12,.,.,i,39,i,0.9,-0.4,1261,-1.3,1450,2.0,1.8,8.0,-0.4%,i,13,-18,-4
O=C(NNc1nc2ccccc2s1)c1ccc(F)cc1,-2,695,i,43,i,0.3,-1.2,518,0,1293,3.5,0.6,1.1,-1.2%,i,13,11,1
CN(C)C(=O)C1(c2ccccc2)CCN(S(=O)(=O)c2ccccc2)CC1,-12,678,i,40,i,0.2,.,.,.,.,3.8,2.3,9.2,-0.3%,i,-3,-10,-5
CCOC(=O)N1CCN(S(=O)(=O)c2ccc3c(c2)SCC(=O)N3)CC1,.,.,i,41,i,1.3,-1.8,1036,-1.6,1223,2.4,2.3,8.5,.,i,-5,-6,-14
COc1ccccc1NC(=O)C(=O)/C=C(\O)c1ccccc1,-6,706,i,29,i,1.6,0.5,1202,.,.,.,.,.,0.0%,.,.,.,.
O=C(Cn1[nH]c(=O)c2ccccc2c1=O)OCC(=O)N1CCCc2ccccc21,-2,692,i,23,i,0.5,-3.9,1176,-0.32,1334,2.4,1.1,7.8,-0.2%,i,9,-3,-2
CC(C)c1ccc(-c2csc3ncnc(N4CCN(C)CC4)c23)cc1,-16,672,i,43,i,0.4,.,.,.,.,.,.,.,-0.2%,.,.,.,.
CC(=O)Nc1ccc(C2=NN(c3ccccc3)C(c3cccs3)C2)cc1 (stereo unspecified),-3,709,i,30,i,0.2,7.7,928,-1,1205,8.7,1.9,4.6,-0.6%,i,11,-15,11
CN(C)S(=O)(=O)c1ccc(-n2cccc2)cc1,0,698,i,64,i,0.6,0.0,1545,-0.54,1396,2.3,1.8,9.1,0.2%,i,-4,-7,-4
O=C(Nc1ncnc2sc3c(c12)CCC3)c1ccco1,-31,538,i,23,i,2.6,0.8,1010,0.78,1137,1.0,2.0,5.0,0.0%,i,2,-9,3
O=C(O)c1cccc(NC(=O)c2cccc(NC(=O)C3CCCO3)c2)c1 (stereo unspecified),0,745,i,49,i,2.4,-0.4,1245,-0.48,1433,3.8,2.4,2.4,-0.1%,i,-6,0,-12
CC(C)Cc1ccc(/C=C/C(=O)N2CCOCC2)cc1,10,676,i,20,i,0.5,-2.4,1113,-0.42,1228,1.8,2.2,7.0,-1.5%,i,-3,15,-2
COc1ccc(S(=O)(=O)O/N=C2\CCCc3ccccc32)cc1,16,772,.,.,i,2.3,-10,1238,.,.,2.3,1.0,3.1,.,i,-4,12,17
Cc1ccc(C(=O)NCc2ccco2)cc1,5,782,i,52,i,0.4,.,.,.,.,.,.,.,-0.3%,.,.,.,.
CCOc1ccc(NC(=O)C2CCCN(S(=O)(=O)c3cccc4nsnc34)C2)cc1 (stereo unspecified),-3,776,i,27,i,11,2.9,1067,-0.61,691,2.5,2.8,5.3,-0.4%,i,-3,9,11
CC(C)OCCCNC(=O)c1ccc(Br)cc1,.,.,i,24,i,1.1,-2.4,1356,0.37,1527,2.9,1.4,4.9,-0.3%,i,-1,1,3
CCc1cccc(NC(=O)CCS(=O)(=O)c2cccc3nonc23)c1,6,721,i,19,i,1.9,-1.7,1085,-0.78,1222,4.1,1.3,0.1,0.4%,i,9,0,0
CC1CC(C)CN(S(=O)(=O)c2ccc(C(=O)NN3CCOCC3)cc2)C1 (stereo unspecified),-1,692,i,38,i,0.8,-2.8,991,-0.52,1711,3.8,0.9,7.7,-0.1%,i,-2,-10,-7
CCC(=O)Nc1nc2c(c(=O)[nH]1)CCCC2,-10,713,i,56,i,0.4,-1.3,1036,-0.33,1234,0.0,2.7,6.1,-0.4%,i,-10,7,6
CCN(CC(=O)Nc1cccc(OC)c1)CC(=O)Nc1ccc(Br)c(C)c1,-37,857,i,7,i,0.4,.,.,.,.,.,.,.,0.4%,.,.,.,.
CC1(OC(=O)CCc2ccccc2)C(=O)C=C2C=C3CCCN3C=C2C1=O (stereo unspecified),20,785,i,45,i,0.6,2.1,1129,1.4,566,.,.,.,-0.2%,.,.,.,.
COc1ccc2[nH]c(C(=O)O)c(CCNC(C)=O)c2c1,.,.,i,53,i,0.5,-1.4,1361,0.29,1545,4.1,3.3,12,.,i,-35,-10,1

# (continued)
SMILES,Lipid droplet,Lipid droplet cells 6.5 µM,T cell HTS,T cell HTS vesicle-bound %,Myeloid diff MLP,Myeloid diff MLP GFP+ MAC1+ %,bCat nuc transl,bCat nuc transl cell count 5 µM,Insulin prom up,Insulin prom up cell count,MT stabilize HCS,MT stabilize HCS Hoechst-high %,MT stabilize HCS cytotoxicity %,West Nile antiviral,Autophagy HCS,Autophagy HCS cell loss 18 h,WT yeast gro inh,WT yeast gro inh mutant strain
N/C(=N\OC(=O)c1cc(-c2ccccc2)nc2ccccc12)c1cccnc1,0,632,i,52,i,0.7,0.7,993,-0.13,1399,2.4,1.6,6.4,-0.5%,i,12,-13,-27
Cc1cc(=O)n2c(C(=O)Nc3ccc(C(=O)OC(C)C)cc3)c(C(=O)Nc3ccccc3)sc2n1,18,586,i,38,i,0.0,-5.0,1084,-0.5,1236,5.1,2.1,19,0.1%,i,20,11,13
COCC(=O)Nc1ccc(C(N)=O)cc1,.,.,i,33,i,1.8,-2.1,1059,-0.16,1146,7.5,2.2,2.9,-0.4%,i,13,-8,1
O=c1[nH]c(CSc2nnc(COc3ccccc3)n2-c2ccccc2)nc2ccccc12,-1,726,i,31,i,5.0,-0.5,1105,-0.97,1354,2.9,1.6,27,-0.8%,i,-8,7,-2
COc1ccc(C(CNC(=O)Cc2c(F)cccc2Cl)N2CCCCC2)cc1 (stereo unspecified),-1,634,i,47,i,0.6,-0.8,1098,-0.62,1112,1.6,1.8,5.0,-1.0%,i,-45,-6,1
NC(N)=Nc1nc(C2COc3ccccc3O2)cs1 (stereo unspecified),-2,626,i,44,i,0.1,-1.4,1113,0.37,1408,6.7,2.3,5.9,-1.4%,i,0,16,6
O=c1[nH]c(SCc2cccc(Cl)c2)nc2[nH]ncc12,1,667,i,61,i,0.0,0.4,1122,-1.1,1379,2.6,2.0,0.8,0.3%,i,9,2,8
O=C(CCCN1C(=O)c2ccccc2C1=O)N1CCCCC1,-4,718,i,55,i,0.5,-4.1,585,.,.,2.2,2.0,6.4,0.4%,i,-2,-16,-8
C=CCn1c(SCC(=O)NCc2ccco2)nc2sc(C)c(C)c2c1=O,.,.,i,18,i,4.1,.,.,.,.,2.8,2.1,4.8,1.3%,i,-1,-13,6
O=C(CCCc1nc2ccccc2s1)NC1CCOC1=O (stereo unspecified),9,718,i,61,i,0.1,-1.0,1065,-0.15,1313,3.0,2.5,9.6,-0.2%,i,10,4,8
Cc1cc(C)nc(Nc2ccccc2Br)n1,.,.,i,21,i,0.7,-6.4,804,0.16,1261,1.2,1.9,7.3,.,.,.,1,7
CCOC(=O)c1cc(-c2ccncc2)nc2c1c(C)nn2-c1ccccn1,.,.,i,9,i,0.6,.,.,.,.,3.2,2.7,6.2,1.5%,i,-14,44,35
CCc1ccc(NC(=O)CSc2n[nH]c(C)c2[N+](=O)[O-])cc1,-8,626,i,51,i,0.3,-2.4,1100,-0.26,1438,1.3,1.3,3.7,-0.6%,i,-9,4,15
CCOC(=O)C1CCN(c2c(NC3CCCCCCC3)c(=O)c2=O)CC1,-7,499,i,55,i,3.1,-0.9,1034,1.2,1477,5.7,2.6,8.6,0.0%,.,.,12,12
CCc1ccc(NC(=O)c2cnc3scc(C)n3c2=O)cc1,-18,659,i,34,i,1.4,-3.3,1173,.,.,1.2,1.3,7.2,.,i,0,-3,0
COc1cccc(NC(=O)N2CCC(NC(=O)C(Cc3ccccc3F)NC(C)=O)CC2)c1 (stereo unspecified),0,807,i,22,i,0.3,.,.,.,.,.,.,.,-0.1%,.,.,.,.

# An excerpt from above, limited to bCat nuc transl cell count 5 µM and MT stabilize HCS cytotoxicity %.
SMILES	bCat nuc transl cell count 5 µM	MT stabilize HCS cytotoxicity %
O=C(CCCN1C(=O)c2ccccc2C1=O)N1CCCCC1	585	6.4
C=CCn1c(SCC(=O)NCc2ccco2)nc2sc(C)c(C)c2c1=O	.	4.8
O=C(CCCc1nc2ccccc2s1)NC1CCOC1=O (stereo unspecified)	1065	9.6

# Screening data as filed in PubChem BioAssay.
